Screens deposited in PubChem by several laboratories.
MT1-MMP act inh: MT1-MMP (human) activation inhibition; P50281; HT1080 RFP-PRO-GFP cells, GFP/RFP ratio fluorescence, overnight; percent of plate control window, DMSO zero; GFP/RFP ratio change, % at 20 µM; 360,000 tested, 0.061% active;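 active means GFP/RFP ratio change of at least 30% with cell ATP level not reduced by more than half and red fluorescence within 50% of control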; further: strong numbers were not always called active
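Assay system – RFP-PRO-GFP reporter HT1080 cells · Compound dosing – single dose of 20 µM compound, 1% DMSO final · Incubation – overnight compound exposure at 37 °C · Measure – GFP/RFP fluorescence ratio · Benchmarks – DMSO wells and RFP-L50D-GFP cells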
Rin1-Abl PPI inh: inhibitors of human Rin1-Abl protein interaction. TR-FRET Rin1/Abl binding, biochemical. inhibition, % at 7.35 µM. 360,000 tested, 0.4% active. AID 588664; in the data active means inhibition above about 5%, passing the limit was not always enough
CendR NRP1 mod: NRP-1/CendR interaction modulation. AID 602438. FAM-RPARPAR peptide binding to NRP-1, fluorescence polarization. 360,000 tested, 0.85% active. O14786. inhibition, % at 25 µM;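 active means inhibition or corrected inhibition above about 18%, plus a signal ratio from 0.5 to 1.5, limit read from the data, passing the limit was not always enough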; further: strong numbers were not always called active
eLon inh: inhibits E. coli Lon protease; P0A9M0; purified E. coli Lon protease, fluorescence polarization; inhibition, % at 7.94 µM; 360,000 tested, 0.42% active; in the data active means inhibition above about 13%, passing the limit was not always enough;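 further: 0% = enzyme with probe and DMSO and 100% = no enzyme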
Neddylation inh: cullin neddylation inhibition. P61081+Q13564. TR-FRET cullin neddylation, biochemical. calls only at 25 µM. 360,000 tested, 0.58% active. AID 651699; in the data active means inhibition above about 36%
SKN-1 inh: C. elegans SKN-1 inhibition | 360,000 tested, 0.49% active | inhibition, % at 21.8 µM | C. elegans VP596 Pgst-4::GFP/RFP ratio, acrylamide-induced, 24 h;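 active means interference check ratio from 0.5 to 1.5 plus GFP to RFP signal ratio inhibition reaching or exceeding a fixed threshold, cut at about 30% in these data, passing the limit was not always enough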; further: some compounds called inactive have numbers as strong as hits
FAS-TE inh: blocks the thioesterase domain of human fatty acid synthase; P49327; recombinant FAS-TE, OMFH fluorogenic substrate, fluorescence endpoint; inhibition, % at 15 µM; 360,000 tested, 0.67% active; AID 602261;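 active means compounds whose normalised, plate-corrected inhibition of enzyme fluorescence in the single-dose primary screen is 50% or more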;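 further: 0% = DMSO with enzyme and 100% = substrate without enzyme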
MsrA act: bovine methionine sulfoxide reductase A activation | purified bovine MsrA, absorbance read-out | activation, % at 10.6 µM | 360,000 tested, 0.3% active; in the data active means activation above about 7.5%;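 further: 0% = vehicle and 100% = reference activator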
MsrA inhibitor: inhibits bovine methionine sulfoxide reductase A; purified bovine MsrA, absorbance read-out; 360,000 tested, 0.75% active; AID 651718; inhibition, % at 15.5 µM; in the data active means inhibition above about 4.5%;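 further: 0% = vehicle wells with enzyme and 100% = reference inhibitor wells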
* marks the source's active call; other numbers are inactive results; i = inactive; / = not tested or not shown; + = active, no number; & = joins results of further samples. Rows are unselected; about 4.2% have a hit in one of these screens.

SMILES	MT1-MMP act inh	Rin1-Abl PPI inh	CendR NRP1 mod	eLon inh	Neddylation inh	SKN-1 inh	FAS-TE inh	MsrA act	MsrA inhibitor
O=C(CCN1N=C(c2ccccc2)CCC1=O)NCC1COc2ccccc2O1 (centres undefined)	-3	2	8	-1	i	-3	-3	-3	-0.3
CC(=O)c1cccc(NC(=O)N2CCCC2C(=O)NC2CCCCC2)c1 (centres undefined)	2	-1	-2	2	i	-12	-5	-3	-0.7
O=C(COc1ccccc1)N=C1SC2CS(=O)(=O)CC2N1CCc1ccccc1 (centres undefined)	-1	5	-1	2	i	-4	8	-1	0.4
C=CCOc1ccccc1CNc1ccccc1C	0	1	-6	-5	i	8	10	-4	1.3
O=C(Nn1cnnc1)c1cc(-c2ccccn2)nc2ccccc12	-1	-4	4	10	i	3	-2	-2	0.3
CCOC(=O)CN1NC2(CCCCC2)NC1=S	11	1	10	2	i	-40	-13	1	-0.3
OCCC1CN(Cc2cnc(N3CCOCC3)s2)CCN1C1CCCC1 (centres undefined)	2	-1	12	3	i	-1	-3	0	2.2
c1ccc(COC2CCCN(Cc3nc(-c4cnccn4)no3)C2)nc1 (centres undefined)	1	3	1	0	i	-6	-4	-5	-1.6
O=C(c1cccc(C(F)(F)F)c1)C1CCCN(C(=O)CN2CCOC2=O)C1 (centres undefined)	2	-1	11	-12	i	7	-6	-1	1.4
N=c1c2c(-c3ccccc3)c(-c3ccccc3)n(Cc3ccccc3)c2ncn1CCO	-19	1	-9	6	i	7	-2	-2	0.6
CCOC(=O)N1CCC(N2Cc3cccc(C(=O)N4CCN(C5CCCCC5)CC4)c3C2=O)CC1	3	0	2	-3	i	0	-8	1	-0.9
COc1ccc(Cl)cc1NC(=S)Nc1ccccc1F	-1	1	11	-5	i	-5	4	-2	1.7
CCCSc1nc2c(c(=O)[nH]c(=O)n2C)n1CC(O)COc1ccccc1 (centres undefined)	4	-1	7	-4	i	7	4	-1	-0.4
CS(=O)(=O)n1nc(-c2ccco2)nc1N	0	0	9	11	i	-4	-3	-2	-1.5
O=S(=O)(c1ccccc1)n1ccc2cccnc21	2	1	0	-6	i	4	-4	-1	-0.6

Sorted by heavy-atom count (smallest number first): part of the list above
SMILES	MT1-MMP act inh	Rin1-Abl PPI inh	CendR NRP1 mod	eLon inh	Neddylation inh	SKN-1 inh	FAS-TE inh	MsrA act	MsrA inhibitor
O=C(Nn1cnnc1)c1cc(-c2ccccn2)nc2ccccc12	-1	-4	4	10	i	3	-2	-2	0.3
CC(=O)c1cccc(NC(=O)N2CCCC2C(=O)NC2CCCCC2)c1 (centres undefined)	2	-1	-2	2	i	-12	-5	-3	-0.7
O=C(COc1ccccc1)N=C1SC2CS(=O)(=O)CC2N1CCc1ccccc1 (centres undefined)	-1	5	-1	2	i	-4	8	-1	0.4

Continued.
SMILES	MT1-MMP act inh	Rin1-Abl PPI inh	CendR NRP1 mod	eLon inh	Neddylation inh	SKN-1 inh	FAS-TE inh	MsrA act	MsrA inhibitor
C#Cc1cccc(-n2nnc(C(=O)OC)c2-c2ccccc2)c1	0	2	-4	-4	i	38*	-5	-2	1.4
COc1ccc(-c2nc(-c3ccncc3)no2)cc1OC	-4	-1	2	-17	i	-31	-8	-7	0.5
Cc1cc(Nc2ccccc2)nc(N2CCOCC2)n1	2	0	1	-13	i	13	0	-4	-1.4
COc1cccc(CN(C)C(=O)c2ccc(NC(=O)CC3SC(N4CCCC4)=NC3=O)cc2)c1OC (centres undefined)	4	-3	-5	12	i	8	-7	-4	0.2
O=C(O)C1CCCCC1C(=O)Nc1ccccc1F (centres undefined)	6	3	-14	4	i	10	-8	-4	-1.2
CC(=O)c1ccc(S(=O)(=O)N2CCC(c3nnc(SCCN4CCCC4)n3C)CC2)cc1	5	4	-3	-12	i	2	-3	-4	0.0
CCc1cc2c3c(c1)C(C)CC(C)(C)N3C(=O)C2=O (centres undefined)	7	-3	-5	-19	i	10	-12	-4	1.0
O=C(Nc1ccccc1C(=O)NCCCN1CCOCC1)c1cccc([N+](=O)[O-])c1	-5	1	4	8	i	17	2	-2	-0.8
CC(=O)NC1C(c2nc3ccccc3s2)=C(c2ccccc2)C(=O)N1c1ccc(C)cc1 (centres undefined)	-10	-3	-1	-7	i	-17	21	-6	0.0
CCOc1ccc(S(=O)(=O)N2CCC(c3ccccc3)CC2)cc1C(=O)O	6	2	1	-8	i	-9	0	-1	-0.3
O=C(N/N=C/c1ccc(C(F)(F)F)cc1)c1ccc(O)cc1	3	-2	0	8	i	-1	-2	-7	1.2
COc1ccc(-c2cc(C(F)(F)F)nc(SCCC(=O)NCc3ccccc3)n2)cc1	6	0	-8	5	i	3	0	-4	0.5
CC1(C)SC2C(NC(=O)COc3ccccc3)C(=O)N2C1C(=O)O (centres undefined)	2&1	-1&1	-11&-23	-7&2	i	-5&-5	-1&-3	-4&-2	-0.3&1.9
Cc1cc(C)c2c(c1)/C(=N/NC(=S)Nc1ccc(F)cc1)CCC2	-1	1	14	-7	i	5	1	-10	0.9
O=[N+]([O-])c1c(NCCCO)cc(N2CCCCCC2)c2nonc12	2	-5	6	0	i	-2	7	-3	1.4
Cc1nn(Cc2noc(C(=O)NCC3CCCO3)n2)c(C)c1Br (centres undefined)	-4	-1	5	1	i	-2	-6	-2	0.1
CCCCC(=O)Nc1ccc(C(=O)Nc2ccc(S(=O)(=O)Nc3nccc(C)n3)cc2)cc1	4	1	-1	-11	i	6	-12	-2	0.0
CCN(C(=O)CN1C(=O)CN(C)C1=O)c1cccc2ccccc12	-1	-1	17	-10	i	-9	-10	1	-0.4
Cc1cc(Br)c2c(c1)[C@](O)(c1cn(C)c3ccccc13)C(=O)N2C	0	/	9	/	i	-10	/	/	-0.8
CCOC(=O)CSc1cc(-c2ccccc2)nc2ncnn12	-1	-4	-1	-3	i	14	-1	1	-0.3
Cc1cc2nc(/C(C#N)=C/c3ccncc3)[nH]c2cc1C	-2	-2	-17	-38	i	-2	4	-4	1.9
O=C(c1ccco1)N1CCN(C(=O)c2ccc(-c3cccc(C(F)(F)F)c3)o2)CC1	2	1	4	-10	i	17	2	-2	-0.1
Cc1cccc(CCN(C(=O)Cc2cccs2)C(C(=O)NC2CCCCC2)c2cccnc2)c1 (centres undefined)	-3	0	7	4	i	-6	-6	-15	-0.3
Cc1cc(C)n(-c2ccc(C(=O)Nc3ccc(C)c(S(=O)(=O)N4CCOCC4)c3)cc2)n1	0	1	0	-6	i	3	7	-1	-1.0
Cn1c(C(=O)N2CCN(c3ccccn3)CC2)cc2ccccc21	0	2	-9	-1	i	-2	-3	-3	1.7
O=C(CCn1nnc2ccccc2c1=O)N[C@@H](Cc1c[nH]c2ccccc12)C(=O)O	-5	-2	-12	-1	i	-10	-9	-3	-0.5
C/C=C(/C)C(=O)O[C@H]1[C@@H](O)c2c(ccc3ccc(=O)oc23)OC1(C)C	3	-1	8	1	i	4	1	-3	3.0
COC(=O)c1cc(=O)n(Cc2ccco2)c(=Nc2ccc(F)c(Cl)c2)s1	-8	4	0	-15	i	-8	5	-1	0.1
COc1ccc(S(=O)(=O)N2CCCCCC2)cc1C(=O)NCCc1ccc(F)cc1	0	2	6	-5	i	7	9	2	0.2
O=C(Oc1ccc(Cl)c2cccnc12)N1CCCCC1	7	3	10	-3	i	-2	-5	-1	-1.3
CC(C)COCC1CC2(CC(C)(c3csc(N)n3)OC2=O)C(=O)O1 (centres undefined)	6	-1	-1	2	i	-8	-4	-2	0.7
Cc1ccc(Cc2nc(-c3ccccn3)no2)cc1	5	0	-7	-2	i	-9	-3	-3	-0.3
Cc1ccc(NC(=O)C2CSC3(C)CCC(=O)N23)cc1S(=O)(=O)N1CCCCCC1 (centres undefined)	5	3	-5	-13	i	23	8	-2	-0.8
CCN1C(=O)CSC1=NC1C2CC3CC(C2)CC1C3 (centres undefined)	-7	1	-3	0	i	9	13	-4	-1.5
COc1cccc(/C=N/NC(=O)c2cnccn2)c1O	2	0	1	-9	i	1	-3	0	2.7
O=Cc1ccc(Sc2ncccn2)o1	1	-1	-15	-10	i	-7	-6	-3	-0.6
Cc1cccc(Nc2nc(N3CCN(C)CC3)nc(N)c2[N+](=O)[O-])c1	-9	-2	4	3	i	-3	3	2	1.0
COc1ccc(N2C(=O)[C@@H]3[C@H](C2=O)[C@H]2c4ccccc4C=CN2[C@@H]3C(=O)Nc2ccccc2)cc1	-27	-1	126	-92	i	-8	-9	-4	-0.4
Cc1ccc(N(CC(=O)Nc2cccc(Cl)c2C)S(C)(=O)=O)cc1	-4	0	5	3	i	-2	2	-6	-1.2
Cc1noc(C)c1C(=O)NCc1ccccc1F	0	1	0	4	i	5	-8	-10	0.2
O=C(NCc1ccccn1)C1C2C=CC(C2)C1C(=O)Nc1ccc(F)cc1 (centres undefined)	6	0	-11	0	i	6	-6	-5	0.4
Cc1cc(C(=O)COC(=O)c2ccc3c(c2)OCO3)c(C)n1Cc1cccs1	11	-1	1	0	i	16	21	-1	2.3
CC[C@]12c3[nH]c4cc(-c5ccco5)ccc4c3CCN1C(=O)[C@@H](CC(=O)NC(C)(C)C)C[C@@H]2C(=O)N1CCN(C(=O)c2ccco2)CC1	-3	0	-11	0	/	21	-4	0	0.5
O=C1CC(NS(=O)(=O)c2ccc(F)cc2)CN1c1ccc2c(c1)OCCO2 (centres undefined)	-1	-4	8	-13	i	18	-4	-2	1.1
Oc1cccc(Nc2nc(-c3ccccc3Cl)nc3ccccc23)c1	1	-2	-3	15	i	0	7	-4	1.7
CC(C)c1ccc(C(=O)NNC(=O)C2CC=CCC2C(=O)O)cc1 (centres undefined)	5	-2	-2	-4	i	-4	-9	-2	-1.8
Cn1cc(S(=O)(=O)Nc2ccc(F)cc2F)c(=O)n(C)c1=O	2	0	-3	-4	i	0	0	-8	-0.3
COc1c(O)cccc1/C=N/NC(=O)Cn1ccnc1C	3	-5	3	-2	i	3	-4	-9	-1.1
Cc1ccccc1NC(=O)NNC(=O)c1ccc2ccccc2c1O	-2	6	-5	-7	+	11	-16	-7	0.8
C[C@@H](NC(=O)c1nc[nH]c1C(=O)N1CCc2ccccc2C1)c1ccccc1	2	2	22	-8	i	2	5	-1	0.3
N/C(=N\OC(=O)c1ccc2c(c1)OCO2)c1cccc([N+](=O)[O-])c1	0	0	-7	-4	i	7	13	-5	-0.7
COc1ccccc1C(=O)NC(=O)CSc1nncn1C(C)C	2	1	6	0	i	6	-9	-6	-0.4
CC(C)CNC(=O)c1ccc(C2SCC(=O)N2Cc2ccccc2)cc1 (centres undefined)	1	3	-6	-1	i	11	5	-2	1.0
CC(CCc1ccccc1)NC(=O)c1ccccc1F (centres undefined)	0	-1	11	-4	i	-4	1	-1	-1.2
Cc1c(C(=O)NCc2ccccc2)oc2ccc(S(=O)(=O)N3CCC4(CC3)OCCO4)cc12	5	6	-17	-6	i	2	8	-2	2.0
COc1ccc2c(c1[N+](=O)[O-])CCC/C2=N/OC(=O)c1ccccc1SC	-6	2	-3	-10	i	16	19	-2	0.5
O=C1N/C(=C/c2ccc(Br)s2)C(=O)N1c1ccccc1	3	4	-7	-4	i	16	0	-3	2.2
Cc1ccc(S(=O)(=O)N2CCCCC2)cc1C(=O)N1CCN(CCO)CC1	-2	3	6	-2	i	0	-4	-3	1.3
CCOC(=O)C1CCN(C(=O)Cn2nc(C)n3c(cc4cc(F)ccc43)c2=O)CC1	1	-4	11	-8	i	11	0	-3	1.8
Nc1ccn([C@@H]2O[C@H](C(=O)Nc3ccc(C(=O)N4CCCCC4)cc3)[C@@H](O)[C@H]2O)c(=O)n1	5	2	8	4	i	17	-6	-1	0.8
